From PubChem BioAssay
ARNT TACC3 PPI = ARNT/TACC3 interaction disruption | AlphaScreen His-ARNT PAS-B/GST-TACC3 binding, luminescence; TACC3 fragment carries E629A point mutation | inhibition, % at 9.99 µM | hit rate 0.66% among 390,000;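 active = mean inhibition of replicates at least 50% and at least half of replicates each reaching 50%; inconclusive = half or more replicates reach 50% but mean below 50%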;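 note: 0% = complete ARNT plus TACC3 wells and 100% = ARNT alone without TACC3; many hits fall short of the cut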
SIRT5 block = blocks human SIRT5 desuccinylation of peptide; Q9NXA8; Purified SirT5, succinyl-peptide AMC, trypsin-coupled fluorescence; inhibition, % at 15 µM; hit rate 1.1% among 330,000; AID 652115; in the data active = inhibition above about 15%; inconclusive = no clear call, values can overlap the other calls
Target sequence (Q9NXA8 whole entry, looked up): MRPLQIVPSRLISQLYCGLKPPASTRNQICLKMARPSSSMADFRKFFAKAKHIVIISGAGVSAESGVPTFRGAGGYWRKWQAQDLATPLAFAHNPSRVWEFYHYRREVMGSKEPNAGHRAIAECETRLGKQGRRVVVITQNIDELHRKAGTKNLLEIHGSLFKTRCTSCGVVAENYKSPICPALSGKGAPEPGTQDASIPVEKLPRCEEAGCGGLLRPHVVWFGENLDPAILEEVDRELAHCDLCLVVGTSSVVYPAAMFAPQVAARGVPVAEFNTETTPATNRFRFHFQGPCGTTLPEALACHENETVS
EWS-Fli inh = EWS/Fli transcriptional activity inhibition; A673 NR0B1-luciferase reporter, viability-normalised; inhibition, % at 12.6 µM; hit rate 0.67% among 350,000; AID 651661;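 active = mean inhibition of at least 50% after viability correction, with every replicate also passing that limit; inconclusive = mean reaches 50% but only one of two replicates passes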;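 note: firefly luciferase signal divided by Alamar Blue viability fluorescence both relative to DMSO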
DENV2 CPE rescue = DENV2-induced cell death inhibition; hit rate 1.7% among 350,000; CPE inhibition, % at 9.99 µM; DENV2-infected cells, cytopathic effect rescue, plate reader; in the data active = CPE inhibition above about 20%, passing the limit was not always enough; inconclusive = no clear call, values can overlap the other calls; tested in BHK-21 cells;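 note: 0% = median of neutral control wells and 100% = median of positive control wells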
Casp6 inh = blocks human caspase-6 cleavage activity. P55212. purified caspase-6, Z-VEID-R110 cleavage fluorescence. inhibition, % at 12.5 µM. hit rate 0.53% among 350,000. AID 686996;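 active = mean inhibition across replicates at least about 35%, with every replicate also reaching that limit, limit read from the data; inconclusive = only one of the two criteria met; inactive = neither criterion met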;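 note: 0% = median of neutral control wells and 100% = no fluorescence left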
Target sequence (P55212 24-179 limits assumed): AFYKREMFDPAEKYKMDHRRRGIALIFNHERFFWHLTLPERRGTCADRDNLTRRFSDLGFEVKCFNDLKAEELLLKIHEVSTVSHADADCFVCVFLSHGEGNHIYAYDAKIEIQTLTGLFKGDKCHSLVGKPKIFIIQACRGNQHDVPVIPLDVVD
Target sequence (P55212 194-293 limits assumed): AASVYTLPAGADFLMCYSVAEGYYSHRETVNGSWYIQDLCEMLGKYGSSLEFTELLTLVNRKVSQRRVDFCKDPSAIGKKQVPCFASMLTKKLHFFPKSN
LGR2 inh = blocks bursicon-induced cAMP signaling via Drosophila LGR2 | HEK293 LGR2, CRE-luciferase, bursicon-stimulated, 4 h | inhibition, % at 9.99 µM | hit rate 0.35% among 380,000;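 active = drop in luminescence signal, shown as inhibition above about 50% in the replicate tests, limit read from the data, passing the limit was not always enough; inconclusive = probably only some replicates passing the limit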;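 note: agonist challenge used bursicon conditioned medium at about half maximal strength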
PAX8 reporter = lowers PAX8-driven luciferase in RMG-I cells; RMG-I TPO-luciferase reporter, SteadyGlo, 24 h; inhibition, % at 12.6 µM; hit rate 1.2% among 360,000;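 active = mean replicate inhibition at least 60% with every replicate also reaching 60%; inconclusive = only one of the two criteria is met; inactive = mean below 60% and not all replicates reaching 60%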;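 note: luciferase light reporting Pax8 driven TPO promoter activity; plate controls were median of neutral control wells for no effect and mitoxantrone controls for full effect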
Active calls of the source: *; ? = inconclusive; . = no result given; & = joins results of further samples.

SMILES	ARNT TACC3 PPI	SIRT5 block	EWS-Fli inh	DENV2 CPE rescue	Casp6 inh	LGR2 inh	PAX8 reporter
CCCC#Cc1cnc2c(c1)C(=O)N([C@@H](C)CO)C[C@@H](C)[C@@H](CN(C)C(=O)c1ccccc1)O2	2	0	-7	5	2	-2	8
O=C(Cn1ccc(NC(=O)OCc2ccccc2)nc1=O)NCc1nc2ccccc2[nH]1	1	.	-3	-6	-1	11	9
C/C=C(\C)C(=O)OC(C)(C)[C@@H]1Cc2cc3ccc(=O)oc3cc2O1	-6	.	7	.	-2	-3	-1
CN1c2ccc(-c3ccccc3)cc2[C@@H]2[C@@H](CCN2C(=O)c2ccncc2)[C@H]1CO	2	.	-8	.	.	-1	27
CCS(=O)(=O)N1CC2(C1)[C@H](c1ccccc1)[C@@H](CO)N2C(=O)c1ccccc1	.	-1	3	17	4	16	-5
C[C@H](CO)N1C[C@H](C)[C@H](CN(C)C(=O)Nc2ccccc2)Oc2ccc(NS(=O)(=O)c3ccccc3)cc2C1=O	-4	-3	-2	-5	-2	-1	-9
C[C@H]1CN([C@@H](C)CO)S(=O)(=O)c2ccc(C#CC3CC3)cc2O[C@H]1CN(C)C(=O)c1cccnc1	11&-5	3&1&5	0&0&1	?	-2&0&1	-12&9	-12
c1ccc(-c2ncc(-c3ccn[nH]3)s2)cc1	6	-35	-54	1	5	-59	-177
COc1cc(/C=C/C(=O)OCC(=O)NC(=O)NCc2ccco2)ccc1OC(F)F	-5	-4	16	-2	1	7	18
CCC(C)c1ccccc1OCC(=O)NN1C(=O)c2ccccc2C1=O (stereo unspecified)	1	-2	8	-6	0	18	26
C[C@H](CO)N1C[C@H](C)[C@H](CN(C)C(=O)c2ccncc2)Oc2cc(/C=C/c3ccccc3)ccc2S1(=O)=O	7	-2	1	-1	4	1	.
COc1ccc(-n2c(SCc3cn4c(C)cccc4n3)nc3ccccc3c2=O)cc1OC	-2	2	17	-4	2	-17	31
Cc1cc(C)cc(NC(=O)/C(C#N)=C/c2cn(CC(=O)NCc3ccco3)c3ccccc23)c1	-4	.	.	.	.	5	16
Cc1ccc(C(=O)NNC(=O)C(C)Oc2ccccc2F)cc1S(=O)(=O)N1CCOCC1 (stereo unspecified)	8	1	2	4	7	-20	2
NC(=O)C1(Nc2ccc(-c3ccc(Br)cc3)cc2)CCCC1	-3	-1	-127	-5	-2	-64	-97
CN1CCN(S(=O)(=O)c2cc([N+](=O)[O-])ccc2Cl)CC1	1	-3	10	2	-1	-10	20
CCCCc1cc(C)c(S(=O)(=O)c2ccccc2C)c(=O)[nH]1	3	-3	2	1	-1	11	9
COc1ccc(CN(C)C[C@@H]2OCc3cn(nn3)CCCC(=O)N([C@H](C)CO)C[C@@H]2C)cc1	-5	-5	8	-5	-3	13	5
COc1ccc(Nc2c(-c3ccco3)nc3cccc(C)n23)cc1	5	5	8	-6	7	-34	19
CC(C)NC(=O)Nc1cccc2c1O[C@@H](CN(C)Cc1ccc(Cl)c(Cl)c1)[C@@H](C)CN([C@@H](C)CO)C2=O	3	1	.	5	6	-3	17
Cc1ccc(OCC(=O)NC2CCCCCC2)cc1C	-7	-3	.	-3	-2	-14	-66
O=C1CCN(S(=O)(=O)c2ccc(Cl)cc2)CC1	2	-1	1	1	-2	13	-9
CCC(=O)N1CC2(C1)[C@@H](c1ccccc1)[C@@H](CO)N2C(=O)c1ccncc1	.	-4	-4	17	2	-17	.
Cc1ccccc1OCCC(=O)NNC(=O)COc1cccc(F)c1	4	-4	3	1	1	.	1
CC12CCC(=O)N1C(C(=O)NCCN1C(=O)S/C(=C\c3ccc(F)cc3)C1=O)CS2 (stereo unspecified)	1	0	1	-2	10	12	5

(list continues)
SMILES	ARNT TACC3 PPI	SIRT5 block	EWS-Fli inh	DENV2 CPE rescue	Casp6 inh	LGR2 inh	PAX8 reporter
C(=NOCCc1ccccc1)c1ccncc1	9	.	-106	2	2	.	-132
COc1ccc(C(=O)NNc2ccccc2)cc1OC	-11	-2	0	9	0	-2	.
Oc1ccccc1C=NCCN1CCN(CCN=Cc2ccccc2O)C1c1ccccc1O (stereo unspecified)	71*	2	4	-5	-343	15	7
C[C@@H]1CN([C@@H](C)CO)C(=O)c2cc(NC(=O)Nc3ccc(F)cc3)ccc2O[C@@H](C)CCCCO[C@H]1CN(C)CC1CC1	12	-1	-7	-6	-3	-10	2
CC(C)n1c(O)c(N=NC(=O)Cn2ccc(C(F)(F)F)n2)c2ccccc21	1	.	.	.	.	4	11
CCCc1cc(=O)oc2cc(OCC(=O)NCCCn3ccnc3)c(Cl)cc12	1	-3	.	-4	-5	14	-19
CC(=O)N(C)C[C@H]1Oc2ncc(/C=C/c3ccccc3)cc2C(=O)N([C@H](C)CO)C[C@@H]1C	2	-14	-13	0	1	-8	.
O=C(C[C@H]1C[C@@H]2c3cc(NC(=O)C4CCOCC4)ccc3O[C@@H]2[C@@H](CO)O1)NCCN1CCCCC1	-2	-2	-8	0	1	-16	-4
CCC(=O)N(C)C[C@@H]1Oc2cc(C#C[C@H](C)O)ccc2S(=O)(=O)N([C@H](C)CO)C[C@H]1C	11	-4	-13	-3	1	5	5
O=C(OCC#CCSc1nnc(-c2cccc3ccccc23)o1)c1ccc(F)cc1	-8	-8	1	-10	1	8	-17
CC(=O)Nc1ccc(SCC(=O)O)cc1	-4	-3	3	-3	-1	0	3
O=C(CSc1nnc(CNC(=O)c2ccccc2)o1)NCC1CCCO1 (stereo unspecified)	-9	-1	.	-1	4	-4	.
Cc1cc(NC(=O)COC(=O)c2oc3c(ccc4ccccc43)c2C)no1	-6	-6	6	-3	1	3	-12
Cc1cc(C)n2nc(SCC(=O)Nc3ccc(F)cc3[N+](=O)[O-])nc2n1	-8	4	6	11	-4	.	-5
CC(=O)Nc1ccc(S(=O)(=O)NCC(=O)OCC(=O)N2CCN(c3ccccc3)CC2)cc1	.	.	6	0	0	2	32
Cc1ccc(NS(=O)(=O)c2cc([N+](=O)[O-])ccc2NNC(=S)Nc2cc(C)ccc2C)c(C)c1	11	.	.	.	.	40	?
CCC(C)NS(=O)(=O)c1ccc(S(=O)(=O)N2CCCC3(CCCCC3)C2)cc1 (stereo unspecified)	-2	3	.	.	3	-8	25
COc1ccc(C(C(=O)Nc2c(C)cccc2C)N2CCN(c3ccc(C)cc3)CC2)cc1 (stereo unspecified)	.	-4	-4	5	0	8	-3
CCOC(=O)c1ccccc1OC(=O)Oc1ccccc1C(=O)OCC	-16	-3	4	13	-2	3	.
O=C(Nc1ccc2c(c1)OCO2)C1CC(=O)N(CCc2ccccc2)C1 (stereo unspecified)	-5	0	-11	-2	1	3	10
COc1ccc(CCNC(=O)COC(=O)c2cc(S(=O)(=O)NCc3ccccc3)ccc2O)cc1OC	.	9	-3	.	9	3	6
Cc1ccc(S(=O)(=O)N2CCC(C(=O)Nc3nnc(-c4ccc(F)cc4)s3)CC2)cc1	2	.	.	.	.	-18	4
Cc1nc(NCc2ccccc2)c2cc[nH]c2n1	.	10	8	10	2	-19	4
COc1ccc(Cl)cc1NC(=O)CCc1nnc2ccc(N3CCN(C)CC3)nn12	6	2	-11	-1	-2	30	10
C=CCOc1ccc(C=NNc2ccc(S(=O)(=O)Nc3ccccc3C(=O)O)cc2[N+](=O)[O-])cc1OC	9	-7	-7	-10	22	-16	-14

Going on with the list.
SMILES	ARNT TACC3 PPI	SIRT5 block	EWS-Fli inh	DENV2 CPE rescue	Casp6 inh	LGR2 inh	PAX8 reporter
O=C(NC(=O)N1CCN(c2ccccc2F)CC1)c1ccccc1	6	-7	3	3	6	-10	.
O=C(NNC(=O)c1ccc([N+](=O)[O-])cc1)c1ccc(F)cc1	-10	1	-7	-6	0	.	1
CC(CCc1ccccc1)NC(=O)Cc1ccc([N+](=O)[O-])cc1 (stereo unspecified)	-5	-7	6	8	0	4	-11
CCCN1C[C@H](C)[C@H](OC)CN(C)C(=O)c2ccc(NC(=O)CC(F)(F)F)cc2OC[C@@H]1C	.	.	-7	33*	1	21	-4
O=C(CSc1nnnn1-c1ccc(C(=O)O)cc1)NC1CC1	7	1	0	7	2	1	4
CCc1nc2ccc(C(=O)N3CCN(c4cccc(Cl)c4)CC3)cc2nc1CC	7	3	.	-3	2	-20	17
CCCCNC(=O)c1nc(-c2ccncc2)oc1-c1ccccc1	.	-11	5	12	-2	-13	-8
CCOC(=O)c1c(-c2ccc(-c3ccccc3)cc2)csc1NC(=O)CCC(=O)O	-6	-1	16	0	9	6	12
O=[N+]([O-])/C(=C\Nc1ccc(F)cc1F)S(=O)(=O)c1ccccc1	-5	2	-5	-5	4	-26	-12
Cc1ccc(S(=O)(=O)NCCC(=O)Nc2ccc(C)cc2C(=O)c2ccccc2)cc1	0	.	.	.	.	-26	1
COC(=O)c1ccc(NCN2C(=O)C3C4CCC(C4)C3C2=O)cc1 (stereo unspecified)	-1	-7	-13	0	0	-4	-16
COc1cc2c3nnc(-c4ccc(F)cc4)c-3cn(Cc3ccccc3F)c2cc1OC	.	-9	?	12	-7	6	54
COc1ccc(-c2c(NC(=O)CC(C)C)n(C)c3ccccc3c2=O)cc1OC	-4	-4	17	19	-2	20	-4
CCCNC(=O)Nc1ccc2c(c1)OC[C@H](C)N(C(C)=O)C[C@@H](C)[C@H](OC)CN(C)C2=O	.	.	2	.	.	-7	-2
O=C1COc2ccc(C(=O)COc3ccc([N+](=O)[O-])cc3)cc2N1	-4	1	-4	9	-1	-3	-4
COCCn1c(SCC(=O)N2CCC(C)CC2)nc2c([nH]c3ccccc32)c1=O	-8	-1	.	10	7	-4	.
C[C@@H]1CN([C@H](C)CO)C(=O)c2cc(C#Cc3cccc(F)c3)cnc2O[C@@H]1CN(C)CC1CCCC1	-2	0	6	13	-4	-5	.
COc1ccc(NC(=O)N(C)C[C@@H]2Oc3ccc(N(C)C)cc3C(=O)N([C@@H](C)CO)C[C@H]2C)cc1	4	1	.	-5	-8	-29	-10
O=C(CC1SC(N2CCCC2)=NC1=O)Nc1ccc(C(=O)NCCc2ccc(F)cc2)cc1 (stereo unspecified)	-5	1	-27	-1	0	-12	8
Cc1ccc(S(=O)(=O)n2cc(-c3ccccc3)c3ccccc32)cc1	3	.	60*	0	-2	-22	52
C[C@@H]1CCCCO[C@@H](CN(C)S(C)(=O)=O)[C@@H](C)CN([C@H](C)CO)C(=O)c2cc(NC(=O)CCC(F)(F)F)ccc2O1	.	.	-7	.	.	-9	-10
O=C(NCc1ccc2c(c1)OCO2)C1CC(=O)N(C2CCCCCC2)C1 (stereo unspecified)	-4	-5	-4	11	-4	3	.
CN(CC(=O)Nc1ccc(F)cc1)c1ccc(S(=O)(=O)N2CCCCC2)cc1[N+](=O)[O-]	5	4	-4	5	1	9	34
Cc1ccc(Cn2ccc(NC(=O)c3cc(-c4ccco4)on3)n2)cc1	-3	2	.	.	3	-7	.
Cc1sc(NC(=O)C2CSC3(C)CCC(=O)N23)nc1-c1ccc(F)cc1 (stereo unspecified)	6	-1	.	?	-4	-8	8

Shown with two lines to a compound: entries from further up
Under each structure: ARNT TACC3 PPI, SIRT5 block, EWS-Fli inh, DENV2 CPE rescue, Casp6 inh, LGR2 inh, PAX8 reporter
> O=[N+]([O-])/C(=C\Nc1ccc(F)cc1F)S(=O)(=O)c1ccccc1
    -5, 2, -5, -5, 4, -26, -12
> Cc1ccc(S(=O)(=O)NCCC(=O)Nc2ccc(C)cc2C(=O)c2ccccc2)cc1
    0, ., ., ., ., -26, 1

Next structures:
SMILES	ARNT TACC3 PPI	SIRT5 block	EWS-Fli inh	DENV2 CPE rescue	Casp6 inh	LGR2 inh	PAX8 reporter
O=[N+]([O-])c1ccc(OCCCCCN2CCOCC2)cc1	-3	0	-12	26*	-3	3	23
CN(C)CC(=O)N1[C@@H]2c3cccc(=O)n3C[C@@H]2[C@@H](CO)[C@@H]1C(=O)NCc1ccccc1F	.	0	-3	20	2	-4	.
Cc1ccc(-c2cn(CCN)c(-c3ccncc3)n2)cc1	-12	.	6	3	-1	-6	12
Cn1c(SCc2nc3ccccc3c(=O)[nH]2)nc2ccccc21	5	2	-26	-3	0	6	-14
COc1ccc(Nc2nc(N)nc(CSC(=S)N3CCOCC3)n2)cc1	.	4	-69	1	1	-43	-94
O=C(CSc1cn[nH]n1)Nc1cccc(C(=O)O)c1	.	0	-3	2	-1	8	-7
O=C1CCc2cc(NS(=O)(=O)c3ccc([N+](=O)[O-])cc3)cc3c2N1CCC3	7	-1	3	2	-2	1	-10
